# Assay outcomes from PubChem BioAssay.
# SRC2 TRFRET art: flags TR-FRET format artefacts in PPARgamma SRC-2 recruitment agonist screen; AID 1049; TR-FRET ratio at 8 µM; actives 0.4% (n = 200,000); TR-FRET artefact counter-screen; hits give high values; in the data active means TR-FRET ratio above about 2000; further: inactives centre near 1500
# ROMK mod: human ROMK K+ channel modulation, primary screen; P48048; Tet-inducible ROMK, thallium flux fluorescence; actives lie on both sides; B-score at 10 µM; actives 2% (n = 130,000);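 active means signal ratio slope over the read window, or its plate-corrected B-score, at least 3 SD from the plate mean, either direction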;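 further: B-score of the F/F0 ratio slope over 7 to 12 s after thallium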
# PPARg SRC1 recr: PPARgamma-driven SRC-1 recruitment agonism | actives 0.41% (n = 200,000) | PPARgamma-SRC-1 coactivator recruitment biochemical assay | P37231 | activation, % at 8 µM | AID 631; in the data active means activation above about 19%;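 further: 0% = DMSO and 100% = reference agonist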
# Target sequence (P37231 whole entry, looked up): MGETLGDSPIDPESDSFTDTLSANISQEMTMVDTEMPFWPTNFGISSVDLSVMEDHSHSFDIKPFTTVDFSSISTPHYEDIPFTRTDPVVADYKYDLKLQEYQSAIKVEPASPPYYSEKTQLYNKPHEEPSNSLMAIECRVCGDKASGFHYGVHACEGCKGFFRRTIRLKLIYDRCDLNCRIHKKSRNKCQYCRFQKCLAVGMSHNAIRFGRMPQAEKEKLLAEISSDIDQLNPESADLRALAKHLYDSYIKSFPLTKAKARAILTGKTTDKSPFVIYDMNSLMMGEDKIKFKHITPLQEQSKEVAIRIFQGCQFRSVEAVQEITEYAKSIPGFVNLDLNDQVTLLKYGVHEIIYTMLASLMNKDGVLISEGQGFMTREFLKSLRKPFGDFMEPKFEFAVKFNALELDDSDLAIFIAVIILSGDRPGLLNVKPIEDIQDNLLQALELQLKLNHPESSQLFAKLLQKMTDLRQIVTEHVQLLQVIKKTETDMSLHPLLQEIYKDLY
# PPARg SRC-3 ag: PPARgamma-driven SRC-3 recruitment agonism | P37231 | biochemical PPARgamma/SRC-3 coactivator recruitment assay | activation, % at 8 µM | actives 0.26% (n = 200,000) | AID 731; in the data active means activation above about 23%;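 further: 0% = DMSO and 100% = reference agonist; some compounds past the cut are filed as inactive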
# STAT3 act: STAT3 signaling activation. U3A cells, IL-6 STAT3-luciferase reporter, luminescence; 100% = signal with IL-6 EC80 alone. activation (% of control), % at 5.6 µM. actives 0.91% (n = 190,000);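 active means activation above the screen-wide mean of compound activation plus 3 SD, cut at about 130% in these data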;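 further: 0% = background luminescence of wells with medium and substrate only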
#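 Test system: Human STAT1-deficient U3A cells with stable STAT3-luciferase reporter | Also added: Interleukin-6, 33 ng/mL | Timing: Compound pre-incubation 1 h before IL-6, then 6 h stimulation at 37 °C | Technique: Luciferase reporter luminescence | Read-out: Percent of IL-6-only median luminescence | Benchmarks: IL-6-only wells as 100% reference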
# STAT1 blocker: STAT1 signaling inhibition. inhibition, % at 5.5 µM. actives 0.35% (n = 200,000). NIH 3T3 STAT1-luciferase reporter, IFN-gamma, luminescence;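 active means inhibition above a set limit, the mean inhibition across all tested compounds plus 3 SD, cut at about 34% in these data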;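 further: 0% = IFN-gamma with DMSO and 100% = IFN-gamma with 300 µM nifuroxazide; values of inactives mirror those of a sister screen read the other way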
# RAM inhibit: yeast RAM network inhibition. S. cerevisiae dse1pr::URA3 reporter, 5-FOA growth OD615, 2 d; analog-sensitive cbk1-as2 kinase mutant strain. actives 1.8% (n = 190,000). AID 868. inhibition, % at 50 µM;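 active means inhibition above a set limit, 3 SD over mean compound inhibition, cut at about 8.4% in these data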;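 further: 0% = DMSO-only wells with no growth and 100% = 10 µM 1-NA-PP1 full growth; inhibition rescues growth on 5-FOA so higher OD means more RAM inhibition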
# TLR4-MyD88 BLA: blocks binding of human TLR4 to MyD88 | O00206+Q99836 | AID 861 | HeLa CL3-4 TLR4/MyD88 BLA complementation, FRET ratio | actives 0.18% (n = 200,000) | inhibition, % at 8.4 µM; in the data active means inhibition above about 25%;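 further: 0% = vehicle and 100% = reference inhibitor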
# STAT3 blocker: inhibitors of IL-6 induced STAT3 signaling; actives 0.89% (n = 190,000); inhibition, % at 5.5 µM; U3A cells, IL-6 STAT3-luciferase reporter, luminescence; host cell line lacks STAT1;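 active means inhibition above the mean inhibition across all screened compounds plus 3 SD, cut at about 44% in these data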;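 further: 0% = DMSO only wells and 100% = 100 µM nifuroxazide control wells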
# S1P3 antag: S1P3 (human) receptor antagonism | Q99500 | CHO S1P3 NFAT-BLA reporter, FRET fluorescence, antagonist mode | inhibition, % at 4.98 µM | actives 0.27% (n = 170,000);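 active means inhibition above the plate cutoff, the mean inhibition of test wells on that plate plus 3 SD, cut at about 28% in these data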;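 further: cells challenged with S1P at its EC80 of 0.8 µM; blue over green emission ratio from cleaved BLA substrate after 4 h stimulation; 0% = S1P-stimulated wells and 100% = unstimulated DMSO-only wells; some compounds past the cut are filed as inactive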
# Target sequence (Q99500 whole entry, looked up): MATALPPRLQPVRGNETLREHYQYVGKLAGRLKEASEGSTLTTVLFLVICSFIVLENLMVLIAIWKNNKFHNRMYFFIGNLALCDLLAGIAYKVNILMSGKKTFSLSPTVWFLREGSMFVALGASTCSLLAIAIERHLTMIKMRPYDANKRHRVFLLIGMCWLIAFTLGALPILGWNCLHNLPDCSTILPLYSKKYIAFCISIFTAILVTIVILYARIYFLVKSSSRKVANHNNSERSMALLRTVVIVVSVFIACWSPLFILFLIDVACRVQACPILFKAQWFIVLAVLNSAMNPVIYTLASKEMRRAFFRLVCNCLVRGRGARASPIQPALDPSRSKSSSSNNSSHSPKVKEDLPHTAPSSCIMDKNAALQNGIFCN
# PPARg SRC2 recr: promotes SRC-2 coactivator recruitment by human PPARgamma | P37231 | PPARgamma LBD-SRC-2 recruitment, biochemical | activation, % at 8 µM | actives 0.34% (n = 200,000); in the data active means activation above about 22%;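 further: 0% = vehicle and 100% = reference agonist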
# An asterisk follows results filed as active; nt = not tested or not shown.
nr	mol	SRC2 TRFRET art	ROMK mod	PPARg SRC1 recr	PPARg SRC-3 ag	STAT3 act	STAT1 blocker	RAM inhibit	TLR4-MyD88 BLA	STAT3 blocker	S1P3 antag	PPARg SRC2 recr
1	Cc1c(C(=O)N2CCCCCC2)oc2ccccc12	1568	0.17	1	-13	92	-8	0.3	5	11	3	6
2	Cc1cccc(NC(=O)C2CCCN2C(=O)OCC(C)C)c1 (stereo unspecified)	1367	-0.45	-6	-6	101	10	1.7	-3	0	5	-1
3	CCOC(=O)N1CCC(Nc2ncnc3c2cnn3-c2ccc(Cl)cc2)CC1	1753	nt	6	4	100	-19	5.7	-4	1	4	9
4	COCCOC(=O)c1sc(=S)n(CCOC)c1N	1503	-1	6	5	100	-4	0.8	-3	1	nt	7
5	O=[N+]([O-])c1ccc(N2CCC(O)CC2)nc1	1352	0.89	-1	-2	102	5	-0.7	-10	-5	-8	-1
6	Cc1nn2c(C)c(C(=O)Nc3ccccc3)cnc2c1C#N	1416	-0.36	-3	-10	87	3	1.0	6	20	nt	1
7	COc1cc(CC(=O)OCC(=O)NC2CC2)cc(OC)c1OC	1676	nt	-2	-2	94	-2	2.3	-2	9	-14	-4
8	CC(CCc1ccccc1)NC(=O)C1CCN(S(=O)(=O)N2CCCCC2)CC1 (stereo unspecified)	1533	nt	5	6	98	7	0.1	-1	9	33	8
9	OC(CNCCc1ccc(C(F)(F)F)cc1)COc1ccc2ccccc2c1 (stereo unspecified)	1605	-1.9	-4	-1	105	1	-0.4	-9	-5	2	2
10	O=C1CN(C(=O)c2ccccc2)c2ccccc2N1	1576	nt	-2	2	92	3	0.3	-12	11	-10	1
11	COc1ccccc1N(CC(=O)NCc1ccccc1)S(C)(=O)=O	1464	nt	-10	-23	101	5	1.4	3	3	-25	5
12	COc1cccc2c1OC[C@@H](CO)[C@H]2N(C)C(=O)Nc1ccc(Cl)cc1Cl	1510	nt	0	9	68	12	1.7	7	44*	nt	-4
13	O=C(Nc1nc2ccc(Oc3ccccc3)cc2s1)c1cc([N+](=O)[O-])ccc1N1CCOCC1	1612	nt	8	3	107	6	2.8	0	-5	-18	-2
14	CCOC(=O)CN1NC2(CCCCC2)NC1=S	1669	nt	2	20	95	10	0.3	-2	8	nt	10
15	COCCn1c(SCC(=O)N2CC(=O)Nc3ccccc32)nc2ccccc2c1=O	1565	0.52	6	4	106	3	-0.4	-8	2	-18	6
16	O=C1NN=C(CSc2n[nH]c(=S)s2)CS1	1581	-0.021	-8	-1	107	-1	0.7	-11	-3	-10	-7
17	CC(NS(=O)(=O)c1ccccc1)C(c1cccs1)N1CCN(c2ccccc2)CC1 (stereo unspecified)	1567	nt	1	-8	98	-1	1.4	1	6	nt	11
18	CC(=O)N1CCCc2cc(S(=O)(=O)Nc3ccc(C)cc3C)ccc21	1670	-0.1	4	2	99	6	0.0	-11	5	4	9
19	CCOc1ccc(C(NC(=O)c2ccco2)c2ccc(OC)c(OC)c2)cc1 (stereo unspecified)	1509	nt	10	10	98	5	-0.5	6	4	nt	6
20	N#CCSc1nnc(-c2ccc(S(=O)(=O)N3CCOCC3)cc2)n1CC1CCCO1 (stereo unspecified)	1616	nt	4	-10	96	-1	1.3	-2	8	-6	9
21	COC(=O)[C@H](CCSC)NC(=O)NCc1ccc(S(N)(=O)=O)cc1	1523	nt	-4	-5	98	-6	1.9	9	8	16	6
22	Cc1[nH]nc2c1/C(=N\O)CCC2	1508	-0.75	-2	3	101	-2	1.5	-3	10	-1	-5
23	COc1cc(C(=O)N2CCN(S(=O)(=O)c3ccc(C)cc3)CC2)ccc1OCc1c(C)noc1C	1444	nt	3	9	92	14	2.6	-9	13	-4	-1
24	N#Cc1c(NC2CCCCC2)nc(-c2ccco2)c2c1CCCC2	1561	0.68	2	5	121	2	7.9	-17	-17	nt	11
25	Cc1c(C(=O)NCc2cccnc2)sc2nc(-c3ccc(F)cc3)cn12	1622	nt	4	1	92	-8	-0.7	-11	10	-18	1
26	COc1ccc(C2C3=C(CCCC3=O)Nc3ccc4ncccc4c32)cc1OC (stereo unspecified)	1543	0.3	0	1	93	-5	1.6	6	14	1	1
27	N#Cc1nc(-c2cccs2)oc1NCc1ccc(Cl)cc1	1551	nt	2	-3	105	-1	2.5	1	1	11	1
28	Cc1ccc(-c2ccc3nnc(SCC(=O)NCC4CCCO4)n3n2)cc1 (stereo unspecified)	1437	0.092	0	2	87	-8	2.8	7	20	-19	4
29	O=C(NCc1cccnc1)c1ccc(COc2cccc3ccccc23)o1	1369	nt	-2	-9	105	7	1.9	0	-2	nt	-5
30	O=C(NN1C(=O)c2ccccc2C1=O)C1C2CCCCC21 (stereo unspecified)	1306	0.098	-4	-1	99	-5	1.9	-1	4	-7	0
31	COc1ccc(C2=NNC(c3cccnc3)=Nc3ccccc32)cc1	1599	-0.47	1	6	90	6	-0.1	9	14	-22	8
32	COCCNC(=O)CSc1nc2ccccc2c2nc(C)nn12	1643	0.13	3	10	94	-6	1.5	1	11	-28	-6
33	Cc1ccc(-n2cc3c(-c4cccc(Br)c4)nnc(C)c3n2)cc1	1509	-0.29	3	8	81	3	1.2	-5	23	nt	8
34	CSCCC(NC(=O)c1ccccc1)C(=O)N/N=C(\C)c1ccccc1 (stereo unspecified)	1324	nt	0	1	108	6	0.4	6	-9	12	-6
35	Fc1ccc2c(c1)C(c1ccncc1)=NNC(c1ccc(Br)cc1)=N2	1469	-0.55	1	8	104	-1	0.3	15	-5	-11	0
36	O=C(Nc1ccccc1)c1sc2cc(C(F)(F)F)cnc2c1-c1cccs1	1801	0.071	0	-3	96	-5	2.3	4	12	nt	7
37	CCOc1ccc(N2C(=O)CC(NCc3ccc(F)cc3)C2=O)cc1 (stereo unspecified)	1475	nt	-8	4	95	-1	1.7	-10	9	-4	-4
38	Cc1cccc(NC(=S)NC2CC3CCCC(C2)N3CC(C)C)c1C (stereo unspecified)	1620	-0.73	8	2	106	4	1.1	-6	-4	nt	2
39	Cc1oc2ccc(OCc3ccccc3F)cc2c1C(=O)O	1539	0.16	0	2	99	-2	3.2	7	-1	nt	2
40	O=C(NNC(=S)NC1CCCCC1)c1cccs1	1589	0.33	-1	0	93	5	1.1	14	7	-23	6
41	COCCN(C(=S)Nc1ccc(OC)c(Cl)c1)C1CCN(C(C)C)CC1	1645	-1.1	9	-1	94	0	3.4	-7	15	0	3
42	COc1ccc2nc(Nc3nc(-c4cc5ccccc5oc4=O)cs3)sc2c1	1408	0.17	0	0	116	-4	4.0	-6	-23	3	-3
43	CC(OC(=O)C1CC1)C(=O)Nc1cc(C(F)(F)F)ccc1Cl (stereo unspecified)	1365	-0.077	-8	-2	92	-1	1.4	-11	18	4	-5
44	CC1=CC(C)(C(Cl)Cl)C(C)=CC1=O (stereo unspecified)	1602	nt	6	12	98	2	0.6	-1	7	nt	-2
45	O=c1cc(O)c2sc(Nc3ccc(F)c(Cl)c3)nc2[nH]1	1813	0.75	9	4	92	8	0.8	1	14	11	10
46	Cc1ccc2nc(SC(C(=O)Nc3ccc(F)cc3)c3ccccc3)[nH]c2c1 (stereo unspecified)	1516	0.16	5	1	100	10	1.2	5	3	5	1
47	Cc1ccc(CNC(=O)CN(C2CCCCC2)S(C)(=O)=O)cc1	1488	nt	0	-1	102	-4	2.5	-20	1	nt	7
48	CN1c2ccccc2C(C)(C)C12C=Nc1c(cc(N3CCOCC3)c3ccccc13)O2 (stereo unspecified)	1770	nt	11	16	106	-2	2.3	-1	3	nt	9
49	CC(C)(C)n1nnnc1C(c1cccc(C(F)(F)F)c1)N1CCC(O)CC1 (stereo unspecified)	1295	0.26	-8	-7	97	9	-0.3	6	6	-8	-3
50	CCc1nc(N=Nc2c(O)[nH]c3ccccc23)c2c3c(sc2n1)CCC3	1392	-0.35	-9	5	87	5	3.3	6	15	-5	0
51	NS(=O)(=O)c1ccc(-c2ccc(C=NC3CCS(=O)(=O)C3)o2)cc1 (stereo unspecified)	1579	0.025	-3	-2	105	5	1.4	-5	-3	nt	0
52	O=C(Nc1ccccc1Cl)N1CCN(c2ccccn2)CC1	1618	nt	10	13	79	8	0.7	1	28	19	6
53	O=C(CCC(NC(=O)OCc1ccccc1)C(=O)OCC(=O)N1CCCCC1)OCC(=O)N1CCCCC1 (stereo unspecified)	1358	1.5	-6	-7	102	-1	0.7	-6	-3	nt	-2
54	COc1ccc(CN2CCCC(C(=O)c3ccc(Cl)cc3)C2)cc1Cn1cncn1 (stereo unspecified)	1433	-0.18	-9	3	118	0	2.0	-1	-16	-12	-7
55	CCOC(=O)C1=C(C)NC(=S)N(C(C)=O)C1c1ccc(Cl)cc1 (stereo unspecified)	1646	-0.81	2	10	101	-7	2.0	-9	1	nt	4
56	O=Cc1cn(-c2ccccc2)nc1-c1cccnc1	1671	-0.44	-7	1	94	1	-0.6	3	12	-9	4
57	COC(=O)N1CCN(S(=O)(=O)c2ccc(F)cc2)CC1	1678	nt	4	5	100	-4	1.2	-17	2	-20	11
58	CCOC(=O)c1c(C(=O)OCC)c(C)n(CCc2ccccc2)c1C	1670	0.056	2	-4	108	-3	1.8	9	-6	-3	1
59	Cc1ccc(OCCCN2CCCC2)c(C)c1	1581	-0.085	6	3	98	5	3.5	4	8	nt	2
60	c1ccc(-c2csc(Nc3cccnc3)n2)nc1	1338	nt	0	8	98	-34	0.9	-3	6	3	-1

# Just PPARg SRC1 recr, RAM inhibit and S1P3 antag, for two of the compounds above:
No. | molecule | PPARg SRC1 recr | RAM inhibit | S1P3 antag
57 | COC(=O)N1CCN(S(=O)(=O)c2ccc(F)cc2)CC1 | 4 | 1.2 | -20
58 | CCOC(=O)c1c(C(=O)OCC)c(C)n(CCc2ccccc2)c1C | 2 | 1.8 | -3

# The results go on:
nr	mol	SRC2 TRFRET art	ROMK mod	PPARg SRC1 recr	PPARg SRC-3 ag	STAT3 act	STAT1 blocker	RAM inhibit	TLR4-MyD88 BLA	STAT3 blocker	S1P3 antag	PPARg SRC2 recr
61	COc1cccc(N=C2SC(CC(=O)Nc3ccccc3)C(=O)N2Cc2ccccn2)c1 (stereo unspecified)	1380	0.2	12	5	101	-4	0.6	5	7	6	-6
62	CN1N=C(C(=O)Nc2ccc3c(c2)CCC3)CCC1=O	1491	0.0034	3	0	91	-35	0.1	11	13	-13	-1
63	CN(CC(=O)NCCc1ccccc1)S(=O)(=O)c1cccc2nsnc12	1530	0.87	4	6	102	4	0.0	5	6	-3	15
64	O=C1C(Cc2ccccc2)S/C(=N/N=C/c2ccco2)N1c1ccccc1 (stereo unspecified)	1472	nt	1	3	109	4	7.4	0	-5	nt	-1
65	COC(=O)CNc1c(-c2ccccc2)nc2ccc(Br)cn12	1427	-0.94	5	3	90	-13	0.0	6	9	nt	-2
